CRFBP-R2 block – blocks CRF-induced signaling of the CRF-BP/CRF-R2 complex; HEK293 CRF-R2/CRF-BP, CRF-induced calcium fluorescence; inhibition, % at 11.8 µM; hit rate 0.59% among 350,000; AID 588475;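 active means inhibition of the ligand-induced calcium signal above about 50% at the single tested concentration, limit read from the data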
PHOSPHO1 block – blocks human PHOSPHO1 phosphatase activity. Q8TCT1. recombinant PHOSPHO1, absorbance phosphatase assay. inhibition, % at 13.3 µM. hit rate 1.1% among 290,000. AID 1565; in the data active means inhibition above about 60%
IDE cell inh – inhibits human insulin-degrading enzyme in HEK cells; P14735; FAbetaB cleavage, fluorescence polarization; inhibition, % at 5.59 µM; hit rate 0.41% among 320,000; AID 434962;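 active means percent inhibition above the average of all tested compounds plus 3 SD, set per screening campaign, cut at about 16% in these data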;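 further: IDE supplied by intact live HEK cells; FP after avidin binding of uncleaved biotin substrate so inhibition keeps polarization high; 0% = DMSO wells and 100% = 60 µM reference IDE inhibitor Ii1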
CRFBP-R2 agonist – CRF-BP/CRF-R2 complex agonism | AID 588473 | activation, % at 13.2 µM | HEK293 CRF-R2/CRF-BP, calcium dye fluorescence (FLIPR); percent of saturating CRF peptide response | hit rate 0.46% among 350,000;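 active means activation of at least 50%, plus an integration ratio under a set limit after plate pattern correction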;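 further: plate controls were neutral control wells without compound for no effect and CRF at EC100 for full effect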
IDE act – IDE (human) activation, cell-based; P14735; HEK cells, FAbeta-B cleavage, fluorescence polarization; 0% vehicle, 100% cell-free pure enzyme wells; activation, % at 5.96 µM; hit rate 0.073% among 340,000; AID 493087;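 active means activation above the mean of all tested compounds plus 3 SD, set per screening campaign, cut at about 17% in these data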
CHRM4 PAM – potentiates acetylcholine response at human M4 receptor; CHO-K1 hM4/Gqi5, Fluo-8 calcium fluorescence, ACh EC20; 0% = ACh EC20, 100% = maximal ACh; activation, % at 3 µM; hit rate 0.4% among 360,000;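 active means activation above its plate's cutoff, the mean activation of sample wells plus 3 SD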; further: some results filed as inactive read as strong as hits
MEKK3 PB1 HTS – raises or lowers MEK5 binding to the human MEKK3 PB1 domain | bead-based flow cytometry, Alexa488-MEK5 binding to MEKK3; actives lie on both sides; 0 = blocked by unlabeled MEK5, 100 = vehicle | AID 1529 | hit rate 1.4% among 290,000 | binding response (% of control), % at 10 µM;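 active means binding response more than 3 SD above or below the average of its plate-row segment, actives on both sides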;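 further: Alexa488 bead fluorescence after subtracting the streptavidin-only scavenger bead signal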
Target sequence (Q99759 whole entry, looked up, the tested form may be a part): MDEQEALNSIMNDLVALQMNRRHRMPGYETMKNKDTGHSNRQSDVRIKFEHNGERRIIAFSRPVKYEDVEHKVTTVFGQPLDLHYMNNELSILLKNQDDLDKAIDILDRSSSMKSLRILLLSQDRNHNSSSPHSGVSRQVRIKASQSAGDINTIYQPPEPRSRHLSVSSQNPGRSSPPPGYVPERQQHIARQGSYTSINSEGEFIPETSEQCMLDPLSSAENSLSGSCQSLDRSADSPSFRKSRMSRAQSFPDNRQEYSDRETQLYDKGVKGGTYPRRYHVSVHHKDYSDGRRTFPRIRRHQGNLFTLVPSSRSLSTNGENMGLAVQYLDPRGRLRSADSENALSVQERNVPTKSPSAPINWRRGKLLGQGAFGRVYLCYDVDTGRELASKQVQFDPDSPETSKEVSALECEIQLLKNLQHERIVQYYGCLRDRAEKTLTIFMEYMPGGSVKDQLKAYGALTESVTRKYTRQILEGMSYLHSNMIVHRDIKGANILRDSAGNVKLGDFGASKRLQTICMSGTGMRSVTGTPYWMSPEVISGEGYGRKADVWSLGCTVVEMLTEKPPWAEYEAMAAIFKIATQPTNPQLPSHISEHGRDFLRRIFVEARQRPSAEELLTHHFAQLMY
p-CIP stab down – compounds decreasing mouse p/CIP protein stability; F442A p/CIP-EGFP cells, EGFP fluorescence, 16 h; decrease of EGFP signal, % at 10 µM; hit rate 0.01% among 290,000;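 active means EGFP signal decrease of at least 30% at 10 µM or well 3 SD below plate mean, unless failing retest; inactive means the rest, including hits failing retest or dose response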; further: some compounds called inactive have numbers as strong as hits; many of its hits are not listed in these tables
GalR3 antag – antagonists of human GalR3 | O60755 | HEK293 GalR3-CNG cAMP membrane potential fluorescence; galR3 body fused to GalR1 C-terminus | inhibition, % at 3 µM | hit rate 0.44% among 360,000 | AID 651719;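 active means inhibition above the screen-wide average plus 3 SD, cut at about 13% in these data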;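 further: forskolin and galanin both at EC90 stimulate the cells; cAMP rise reported by CNG channel membrane potential dye signal; 0% = forskolin plus galanin with DMSO and 100% = forskolin alone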
Target sequence (O60755 1-299 limits assumed): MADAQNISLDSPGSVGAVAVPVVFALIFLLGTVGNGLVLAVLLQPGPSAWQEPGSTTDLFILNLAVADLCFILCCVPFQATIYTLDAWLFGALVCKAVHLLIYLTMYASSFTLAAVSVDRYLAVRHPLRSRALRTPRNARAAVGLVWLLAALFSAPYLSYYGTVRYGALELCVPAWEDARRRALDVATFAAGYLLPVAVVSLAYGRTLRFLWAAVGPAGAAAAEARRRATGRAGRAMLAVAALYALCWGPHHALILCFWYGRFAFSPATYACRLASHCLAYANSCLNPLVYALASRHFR
Numbers without * were called inactive; . = not tested or not shown. Rows were taken by chance. Share with any hit: about 4.2%.

Results follow in this order: CRFBP-R2 block, PHOSPHO1 block, IDE cell inh, CRFBP-R2 agonist, IDE act, CHRM4 PAM, MEKK3 PB1 HTS, p-CIP stab down, GalR3 antag
CSc1ccc(/C=N\NC(=O)CC(=O)NC(C)C)cc1
→ -4, 23, 3, -4.5, -3, 3, 99, 4, -12
Cc1ccc(NC(=O)C2CCN(S(=O)(=O)c3cccs3)CC2)c(O)c1
→ -10, 62*, 1, -0.1, 0, 0, 102, 10, -1
COc1ccc(-c2cc(=O)[nH]c(NCc3ccccc3)n2)cc1
→ -15, 29, -2, -0.6, 2, 1, 95, -5, 0
COc1ccc(-c2cc3c(=O)n(CC(=O)NCCCN4CCC(N5CCCCC5)CC4)ncn3n2)cc1
→ -1, 17, 5, 6.4, 10, 0, 102, -5, 4
Cc1cc(C)cc(OCC(=O)Nc2ccc(S(=O)(=O)Nc3ccccn3)cc2)c1
→ -14, 28, -2, -0.1, -1, 0, 97, 3, -3
O=c1/c(=C\c2cccn2-c2ccccc2)sc2nc3ccccc3n12
→ -17, 23, ., 19, -2, -2, 104, -3, -2
COc1ccc2c(c1)C(c1ccc([N+](=O)[O-])cc1)=NNC(c1ccco1)=N2
→ 32, 15, -1, -0.7, -4, -2, 93, -1, -9
Cc1cc2cc3c(cc2nc1SCC(=O)N1CCN(C(=O)c2ccco2)CC1)OCO3
→ -5, 18, 8, -0.9, -3, 15, 102, -1, -5
O=C(Nc1ccccc1)c1ccc(S(=O)(=O)N2CCC(C(=O)O)CC2)cc1
→ 19, 23, -2, -5.5, 1, 0, 104, -9, 1
COc1ccccc1CNC(=O)[C@@H](NC(=O)C1CCN(C(=O)[C@@H]2CCCN2)CC1)C(C)C
→ 3, 39, 2, -0.5, 5, 8, 98, -2, 0
O=C(Cc1ccc(-c2ccccc2)cc1)NC(c1ccccc1)c1ccccc1
→ -7, -24, -1, 2.5, -1, -5, 102, -5, 4
O=C(CSc1nnnn1C1CCCC1)Nc1ccccc1F
→ 9, 0, -2, -1.7, -1, 6, 103, -4, -6
COC(=O)C1=C(C)NC(C)=C(C(=O)OC)C1C(=O)OCC(=O)c1ccc(Br)cc1
→ 1, ., -2, 0.4, 3, 9, ., ., -3
O=C(CCl)N1c2ccccc2CCc2ccccc21
→ ., 14, 0, ., 5, -1, 107, -15, -11
COc1cccc(NC(=O)Cn2nnc(C(=O)Nc3ccccc3)c2N)c1
→ 6, 21, -4, 0.2, -3, -4, 105, -4, -6

Gathered by group: the entries above containing a furan ring, fused or not (two)
Results follow in this order: CRFBP-R2 block, PHOSPHO1 block, IDE cell inh, CRFBP-R2 agonist, IDE act, CHRM4 PAM, MEKK3 PB1 HTS, p-CIP stab down, GalR3 antag
COc1ccc2c(c1)C(c1ccc([N+](=O)[O-])cc1)=NNC(c1ccco1)=N2
→ 32, 15, -1, -0.7, -4, -2, 93, -1, -9
Cc1cc2cc3c(cc2nc1SCC(=O)N1CCN(C(=O)c2ccco2)CC1)OCO3
→ -5, 18, 8, -0.9, -3, 15, 102, -1, -5

(next part)
Results follow in this order: CRFBP-R2 block, PHOSPHO1 block, IDE cell inh, CRFBP-R2 agonist, IDE act, CHRM4 PAM, MEKK3 PB1 HTS, p-CIP stab down, GalR3 antag
Cc1ccc(S(=O)(=O)N(C)c2ccc(OCC(=O)Nc3nc4ccccc4s3)cc2)cc1
→ 12, -8, 4, 2.5, 0, -13, 97, 0, -8
CC(=O)c1cc(C#N)c(SCC(=O)O)nc1C
→ 7, 9, 1, -0.2, -3, 10, 100, 1, 1
Cc1noc(C(=O)NCc2ccco2)c1Cl
→ 0, -5, 3, 0.6, -1, 0, 100, -5, 0
CC(/C=N/n1c(-c2ccco2)n[nH]c1=S)=C\c1ccco1
→ -9, 16, 0, -9.1, -2, 6, 103, 0, -1
O=C(c1ccc(OC(F)(F)F)cc1)c1ncc[nH]1
→ -8, ., 1, 1.4, 8, 0, 102, 8, .
CCCN1CCC(NC(=S)Nc2ccc([N+](=O)[O-])cc2)CC1
→ -12, 46, 1, -0.2, 0, 2, 103, 6, -4
CC(Oc1ccccc1F)C(=O)Nc1ccc2ccccc2c1 (centres undefined)
→ 2, -23, 4, -1.4, 3, -8, 105, -7, -6
Cc1cc(C(=O)CN2C(=O)NC(c3ccccc3)(c3ccccc3)C2=O)c(C)n1Cc1ccco1
→ -5, 19, -1, 0.9, 0, -10, 101, -8, -4
CCc1nnc(NC(=O)CSc2nnc3scc(-c4ccc(C)cc4)n23)s1
→ -5, ., 3, -3.1, -1, 11, 99, ., -5
CCC(C)c1ccc(NC(=O)NCc2cccnc2)cc1 (centres undefined)
→ -10, 53, -4, -8.3, -1, 2, 103, 5, 2
COc1ccc(OC)c(CNC(=O)COc2cc(=O)n(C)c3ccccc23)c1
→ -8, ., -6, 0.6, 1, 4, 93, ., -5
CC12CCC(C(=O)N(CSC(=S)N/N=C\c3ccccc3O)C1=O)C2(C)C (centres undefined)
→ 17, 8, 1, -1.3, -3, 5, 94, -13, 3
CC(=O)CCSc1nnc(-c2cccc(S(=O)(=O)N3CCOCC3)c2)o1
→ 7, ., -4, -0.6, -1, 5, ., ., 1
O=C(CSc1nnc(CN2CCOCC2)n1-c1ccc(Cl)cc1)Nc1cc(Cl)ccc1O
→ -40, -41, -2, 3.9, -5, -5, 96, -5, -4
CN1CC(=O)N(CC(=O)Nc2ccc(SC(F)F)cc2)C1=O
→ -5, 0, -1, 1.8, 1, 1, 100, 10, -1

In another format: entries from further up
canonical_smiles,CRFBP-R2 block,PHOSPHO1 block,IDE cell inh,CRFBP-R2 agonist,IDE act,CHRM4 PAM,MEKK3 PB1 HTS,p-CIP stab down,GalR3 antag
CC(Oc1ccccc1F)C(=O)Nc1ccc2ccccc2c1 (centres undefined),2,-23,4,-1.4,3,-8,105,-7,-6
Cc1cc(C(=O)CN2C(=O)NC(c3ccccc3)(c3ccccc3)C2=O)c(C)n1Cc1ccco1,-5,19,-1,0.9,0,-10,101,-8,-4

PHOSPHO1 block: hit marks shown above
Results follow in this order: CRFBP-R2 block, PHOSPHO1 block, IDE cell inh, CRFBP-R2 agonist, IDE act, CHRM4 PAM, MEKK3 PB1 HTS, p-CIP stab down, GalR3 antag
Cc1ccc(NC(=O)C2CCN(S(=O)(=O)c3cccs3)CC2)c(O)c1
→ -10, 62*, 1, -0.1, 0, 0, 102, 10, -1

Compound profiles, from the list above. Screens in order: CRFBP-R2 block, PHOSPHO1 block, IDE cell inh, CRFBP-R2 agonist, IDE act, CHRM4 PAM, MEKK3 PB1 HTS, p-CIP stab down, GalR3 antag
CCC(C)c1ccc(NC(=O)NCc2cccnc2)cc1 (centres undefined) across the screens: -10, 53, -4, -8.3, -1, 2, 103, 5, 2
CC(=O)CCSc1nnc(-c2cccc(S(=O)(=O)N3CCOCC3)c2)o1 across the screens: 7, ., -4, -0.6, -1, 5, ., ., 1
Cc1ccc(NC(=O)C2CCN(S(=O)(=O)c3cccs3)CC2)c(O)c1 across the screens: -10, 62*, 1, -0.1, 0, 0, 102, 10, -1
CCCN1CCC(NC(=S)Nc2ccc([N+](=O)[O-])cc2)CC1 across the screens: -12, 46, 1, -0.2, 0, 2, 103, 6, -4

(cont.)
Results follow in this order: CRFBP-R2 block, PHOSPHO1 block, IDE cell inh, CRFBP-R2 agonist, IDE act, CHRM4 PAM, MEKK3 PB1 HTS, p-CIP stab down, GalR3 antag
O=c1c2cc(Br)ccc2nc(-c2cccc(C(F)(F)F)c2)n1O
→ 33, 37, 3, 148*, 3, 1, 91, 3, 3
O=C(c1ccco1)N1CCC(c2nc(-c3ccccc3Cl)no2)CC1
→ 13, -25, 5, -0.7, 3, 1, 95, 3, -7
O=C(CSc1nc2[nH]ncc2c(=O)[nH]1)Nc1ccc(F)cc1
→ -1, ., 0, -0.5, -3, -1, ., ., -5
Cc1cc(C(=O)NNS(=O)(=O)c2ccc(F)cc2)nn1C(C)(C)C
→ 19, 46, 1, -3.6, 1, 7, 104, -10, -3
O=C(CSc1nc2ccccc2[nH]1)c1cccs1
→ -14, 22, -1, 2.3, 5, 7, 106, -12, 4
Brc1ccc(OCc2nc(-c3ccccn3)n[nH]2)cc1
→ 2, 20, -1, -0.7, 6, 6, 106, -4, 2
Cc1cc(Cl)ccc1OC(C)C(=O)NN1C(=O)c2ccccc2C1=O (centres undefined)
→ -3, 45, 2, -1.5, -2, -1, 103, -10, -2
COc1ccc(C(=O)COC(=O)Cn2c(C)csc2=O)c(OC)c1
→ 15, ., 7, -0.8, 0, 10, ., ., -4
O=C(NCc1ccco1)c1ccccc1NS(=O)(=O)c1cccs1
→ 10, -10, 7, 2.7, 4, 5, 99, -11, -7
Cc1cc(Cl)ccc1OCC(=O)NCCOc1nc(N2CCOCC2)nc(N2CCOCC2)n1
→ 24, 6, 4, -2.6, -5, -2, 102, -4, -1
CC(Oc1cc2oc(=O)cc(-c3ccccc3)c2cc1Cl)C(=O)NCC1CCC(C(=O)O)CC1 (centres undefined)
→ -16, -12, -3, 2.1, 0, 4, 105, -10, -9
COc1cccc(CC(=O)OCC(=O)c2cc(OC)c(OC)c(OC)c2)c1
→ 7, ., 3, 0.2, 2, 5, ., ., -2
CCOC(=O)c1ccc(NC(=O)CSC(=S)N2CCOCC2)cc1
→ 4, 37, 4, -2.2, -2, -3, 101, 3, -2
O=C(Cc1cccs1)N1CCN(S(=O)(=O)c2cccc([N+](=O)[O-])c2)CC1
→ 3, 22, -2, -0.2, 8, -3, 99, -13, -1
COc1ccc(C(=O)COC(=O)[C@@H](NS(=O)(=O)c2ccccc2)C(C)C)cc1
→ -8, ., 3, 0.1, 2, 20, ., ., -3
COCCNc1nnc(Cc2ccccc2)c(=O)[nH]1
→ -4, 24, 2, 0.1, 3, -1, 102, 9, -12
C=C(C)COc1ccc(-c2n[nH]c(C)c2-c2ccc(OC)cc2)c(O)c1
→ 11, -19, -6, -0.8, 10, 2, 83, 12, -3
CCCN(CCC)C(=O)CP(=O)(c1ccccc1)c1ccccc1
→ 5, -9, 5, 1.9, 6, 1, 91, -13, -4
O=C(NCc1ccccc1Cl)C1CCN(S(=O)(=O)N2CCOCC2)CC1
→ -1, -7, 2, -0.8, 6, 5, 100, 11, -4
O=C(O)CC(C(=O)O)c1ccc(OCCCCOc2ccc(C(CC(=O)O)C(=O)O)cc2)cc1 (centres undefined)
→ 8, 45, 2, -1.6, 2, 0, 102, -4, -6
COc1ccccc1N1CCN(C(=O)c2sc3nc(C)nc(N4CCN(c5ccccn5)CC4)c3c2C)CC1
→ 39, -17, 1, 2.1, -3, -5, 100, -4, -10
O=C(NC1CCCCC1)c1ccc(S(=O)(=O)NCc2ccco2)cc1
→ 1, -8, 3, -1.5, 1, 2, 103, 2, -2
CC1(C)CC(NC(=O)c2cccc(F)c2)CC(C)(C)N1
→ 4, 45, 5, -1.1, 5, -1, 98, 5, -11
O=C(COC(=O)CCCN1C(=O)c2ccccc2C1=O)Nc1cc(Cl)cc(Cl)c1
→ -20, 5, 9, 0.9, 2, -6, 105, -2, -11
COc1ccc(NC(=O)CSc2ncnc3c2cnn3CCc2ccccc2)cc1
→ -16, 23, -3, -2.8, 3, 11, 104, -2, 3
O=C(NCC(=O)N1CC(O)CC1C(=O)N1CCCC1C(=O)OCc1ccccc1)OCc1ccccc1 (centres undefined)
→ -6, 20, -2, 0.9, 8, 2, 110, 3, -6
COc1ccc(Cc2nnc(SCC(=O)c3ccccc3)o2)cc1
→ 9, 39, 0, 0.2, 2, 6, 100, 0, -4
CC(C)(C)S(=O)(=O)N1C[C@H]2C(=CC[C@@H]3C(=O)N(c4ccccc4)C(=O)[C@@H]32)[C@H]1CCO
→ -1, ., ., -3.0, 3, 7, ., ., -5
